Source: PubChem BioAssay
HCV NS3 hel inh = inhibitors of HCV NS3 helicase, primary screen, biochemical, Cy5 molecular beacon fluorescence. Hepatitis C virus NS3 helicase. NS3 helicase DNA unwinding. inhibition, % at 10.9 µM. 290,000 compounds, 0.56% hits. AID 1800, 2009;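 active means inhibition above the mean of all tested compounds plus 3 SD, set per campaign, cut at about 35% in these data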;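 further: 0% = DMSO wells and 100% = thioflavine S control wells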
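Measured by: Cy5 fluorescence, 0 and 60 min reads / Assay system: NS3 helicase fragment of HCV / Control set: low DMSO, high thioflavine S at 110 µM / Times: 1 h reaction at 25 °C, ATP-initiated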
MEKK2mut PB1 HTS = MEK5 binding signal on mutant MEKK2 PB1, primary screen, biochemical, multiplex bead flow cytometry, Alexa488-MEK5. Alexa488-MEK5 binding to MEKK2 mutant. percent response, % at 10 µM. 290,000 compounds, 0.35% hits. AID 1530, 2009; in the data active means percent response above about 24%, passing the limit was not always enough; further: inactives centre near 1; some results filed as inactive read as strong as hits
IMP-1 inhibitor = IMP-1 metallo-beta-lactamase inhibitors, primary screen, biochemical, epi-absorbance readout, Pseudomonas aeruginosa enzyme. purified IMP-1, nitrocefin hydrolysis, epi-absorbance fluorescence. 290,000 compounds, 0.45% hits. metallo-beta-lactamase IMP-1 (Pseudomonas aeruginosa). inhibition, % at 5.6 µM;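 active means inhibition above the mean plus 3 SD of all compounds in the same screening run, cut at about 4.5% in these data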;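 further: 0% = IMP-1 with DMSO and 100% = DMSO wells lacking enzyme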
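System: purified IMP-1 / Input: IMP-1 dispensed at 0.2 nM / Medium: 50 mM HEPES pH 7.1, 50 µM ZnSO4, 0.05% Brij 35 / Timing: 15 min enzyme–compound preincubation, then 25 min nitrocefin reaction, 25 °C / Technique: plate fluorescence quenching by hydrolysis product, ex 480/em 530 nm / Repeats: singlicate testing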
NALP1 inh = NALP1 inflammasome inhibitors in reconstituted yeast, colorimetric, S. cerevisiae, triplicate retest; 280,000 compounds, 0.61% hits; AID 2071, 2009; S. cerevisiae NALP1/ASC/caspase-1 growth, X-gal OD620, 72 h; inhibition, % at 10 µM; in the data active means inhibition mostly above about 24%, no sharp cut-off; inactive means mostly below about 32%; further: some compounds called inactive have numbers as strong as hits
MEKK2 WT-MEK5 = modulators of MEK5 binding to wildtype MEKK2, primary screen, biochemical, multiplex bead flow cytometry, Alexa488-MEK5; Mitogen-activated protein kinase kinase kinase 2 (Homo sapiens), Q9Y2U5; Alexa488-MEK5 binding to MEKK2 WT; actives lie on both sides; binding response (% of control), % at 10 µM; 290,000 compounds, 1.1% hits; AID 1531, 2009; in the data active means binding response below about 67% or above about 130%
SUMO HTRF inh = inhibitors of in vitro SUMOylation cascade, primary screen, biochemical, HTRF, uHTS; inhibition, % at 35 µM; SUMO-conjugating enzyme UBC9 (Homo sapiens), P63279; 290,000 compounds, 0.36% hits; HTRF SUMOylation assay, SAE1/SAE2 + UBC9; in the data active means inhibition above about 50%, passing the limit was not always enough; further: strong numbers were not always called active
Target sequence (P63279 whole entry, looked up): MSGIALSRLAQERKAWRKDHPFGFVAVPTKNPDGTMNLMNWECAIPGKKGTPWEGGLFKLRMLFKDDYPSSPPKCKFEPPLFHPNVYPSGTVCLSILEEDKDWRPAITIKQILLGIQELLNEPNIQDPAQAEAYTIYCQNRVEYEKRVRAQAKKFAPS
VIM-2 inh = VIM-2 metallo-beta-lactamase inhibitors, primary screen, biochemical, epi-absorbance readout, Pseudomonas aeruginosa enzyme; inhibition, % at 5.6 µM; 290,000 compounds, 0.89% hits; AID 1527, 2009; purified VIM-2, nitrocefin hydrolysis, epi-absorbance fluorescence;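 active means inhibition above the mean of all tested compounds plus 3 SD, cutoff set per screening run, cut at about 7.5% in these data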;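 further: red hydrolysis product quenches plate fluorescence so inhibitors raise well fluorescence; 0% = enzyme with DMSO and 100% = DMSO without enzyme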
DNA FID counter = compounds displacing fluorescent DNA intercalator, primary screen, artefact control for HCV NS3 helicase inhibitor project, biochemical, FID fluorescence; DNA fluorescent intercalator displacement; inhibition, % at 7.9 µM; 290,000 compounds, 0.17% hits; in the data active means inhibition above about 37%;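 further: 0% = vehicle and 100% = reference compound; higher means more ethidium bromide displaced from hairpin DNA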
M18AAP inhibitor = PfM18AAP inhibitors, malaria aminopeptidase, primary screen, biochemical, QFRET, recombinant enzyme. M18 aspartyl aminopeptidase (Plasmodium falciparum 3D7). H-Glu-NHMec fluorogenic cleavage. inhibition, % at 7.35 µM. 290,000 compounds, 1.2% hits. AID 1822, 2009;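 active means inhibition above the campaign mean inhibition over all tested compounds plus 3 SD, cut at about 28% in these data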;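 further: 0% = plate median of test compound wells and 100% = 2 mM ZnCl2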
An asterisk follows results filed as active; x = no result given.

SMILES | HCV NS3 hel inh | MEKK2mut PB1 HTS | IMP-1 inhibitor | NALP1 inh | MEKK2 WT-MEK5 | SUMO HTRF inh | VIM-2 inh | DNA FID counter | M18AAP inhibitor
CC1=C(C(=O)OC(C)C)C(c2ccccc2Cl)CC(=O)N1 (stereo not drawn) | -1 | x | -6.9 | 7 | x | -5 | -1.6 | -16 | 6
Cc1ccccc1C(=O)N1CCN(C(c2ccccc2)c2ccccc2)CC1 | -4 | 3 | 33* | 19 | 99 | 6 | -1.7 | -37 | 0
CCOC(=O)N1CCN(CCc2ccccc2)CC1 | -4 | 20 | -2.5 | 7 | 124 | 9 | -1.9 | -2 | 0
CCc1cc(C(=O)N2CCCC(C(=O)c3ccc(OC)c(F)c3)C2)n(C)n1 (stereo not drawn) | -3 | -1 | -0.7 | 12 | 104 | -5 | -2.4 | -38 | 2
COc1cc(/C=C2\C(=N)N3N=C(S(C)(=O)=O)SC3=NC2=O)ccc1OC(=O)c1ccco1 | 7 | 5 | -3.6 | -20 | 102 | 6 | -2.3 | -5 | 3
COc1cc(/C=C/C(=O)OCC(=O)Nc2sc3c(c2C#N)CCC(C)C3)ccc1OCC#N (stereo not drawn) | 9 | -11 | 1.3 | -2 | 88 | 4 | 0.5 | -6 | 7
O=C(CC(C(=O)O)c1ccc(Cl)cc1Cl)c1ccc(Cl)cc1 (stereo not drawn) | -2 | 0 | -0.2 | 0 | 101 | 5 | 2.7 | -20 | 0
COc1ccc(OC)c(S(=O)(=O)N2Cc3ccccc3CC2C(=O)O)c1 (stereo not drawn) | 2 | -5 | -2.2 | 8 | 95 | 17 | 1.1 | -16 | -10
Cc1cc(NC(=O)C2CCN(S(=O)(=O)c3cnc[nH]3)CC2)ccc1Br | 4 | 2 | -1.4 | 2 | 102 | 9 | -0.3 | -3 | -17
Cc1noc(C)c1CSc1nnc(-c2cccnc2)n1C1CCCCC1C (stereo not drawn) | -3 | 4 | -3.2 | 4 | 102 | 16 | 0.6 | -24 | -3
CCCCCCP(=O)(O)c1ccccc1 | 4 | -2 | 3.4 | -9 | 103 | -3 | 0.0 | 2 | 3
COc1ccc(C(=O)c2ccccc2)c(OCC(=O)N(C)C)c1 | -3 | 2 | -3.1 | 10 | 107 | 16 | -8.4 | -7 | 3
CCN(CC)S(=O)(=O)c1cccc(NC(=O)COC(=O)CCc2nc3ccccc3s2)c1 | -8 | 8 | 0.7 | 2 | 105 | 6 | -0.1 | -23 | -10
COC(=O)c1c(NC(=O)Cc2ccccc2)sc(C)c1C | -3 | 2 | -2.7 | 9 | 102 | -4 | -3.8 | -10 | 2
Cc1cc(Cl)ccc1OCCCC(=O)NCCN1C(=O)S/C(=C\c2cccnc2)C1=O | -11 | 0 | -2.8 | 30 | 103 | -13 | 1.4 | -27 | 3
O=C(c1cccc([N+](=O)[O-])c1)N1CCN(C(=O)c2ccco2)CC1 | -1 | -3 | -0.6 | 14 | 99 | 25 | -1.3 | -3 | -4
CC(C)OC(=O)c1cccnc1SCc1cc(=O)n2ccccc2n1 | 4 | 3 | -6.7 | 9 | 99 | 18 | -2.6 | -9 | 3
NC(=O)C1CCN(C(=O)C(=O)c2cn(CC(=O)N3CCCCCC3)c3ccccc23)CC1 | -4 | -11 | -0.4 | -53 | 68 | 4 | 0.0 | -23 | 2
c1ccc(CN2CCOCCOCCOCCOCCOCCOCC2)cc1 | -13 | -11 | -2.9 | 6 | 90 | -3 | 0.8 | 2 | -5
Cc1cc(C)c(C(=O)COc2cccnc2[N+](=O)[O-])cc1C | -1 | -8 | -3.1 | 28 | 92 | 0 | -2.5 | 1 | 23

Entries listed so far printed as active in IMP-1 inhibitor:
| SMILES | HCV NS3 hel inh | MEKK2mut PB1 HTS | IMP-1 inhibitor | NALP1 inh | MEKK2 WT-MEK5 | SUMO HTRF inh | VIM-2 inh | M18AAP inhibitor |
| --- | --- | --- | --- | --- | --- | --- | --- | --- |
| Cc1ccccc1C(=O)N1CCN(C(c2ccccc2)c2ccccc2)CC1 | -4 | 3 | 33* | 19 | 99 | 6 | -1.7 | 0 |

Additional structures
SMILES | HCV NS3 hel inh | MEKK2mut PB1 HTS | IMP-1 inhibitor | NALP1 inh | MEKK2 WT-MEK5 | SUMO HTRF inh | VIM-2 inh | DNA FID counter | M18AAP inhibitor
CCNC(=O)N1CCNC(=O)C1CC(=O)OC (stereo not drawn) | 2 | -2 | -4.0 | 11 | 93 | 16 | -2.9 | 3 | 4
Nc1cccc(S(=O)(=O)Nc2ccccc2)c1 | 7 | 3 | -2.5 | -8 | 105 | 6 | -3.8 | -1 | 1
O=C(O)C1(c2ccccc2)CCC(Nc2ccccc2)C1 (stereo not drawn) | 22 | 8 | -1.3 | 14 | 109 | -3 | -0.9 | -13 | 1
CCN(CC)c1ncnc2c1cnn2Cc1ccc(Cl)cc1 | -23 | -40 | -1.6 | 3 | 108 | -3 | -3.0 | -20 | 0
O=C(CNS(=O)(=O)c1ccccc1)NNC(=O)C(Cl)Cl | -4 | -1 | -4.6 | -2 | 96 | 6 | -3.8 | -7 | 50*
COc1ccc(-c2nc(NC(=O)Cn3c(=O)oc4ccccc43)sc2C)cc1 | 6 | 1 | -3.8 | 25 | 112 | 4 | -1.1 | -7 | -7
Cc1ccc(C)c(OCc2nc(-c3cccnc3)no2)c1 | -6 | -1 | -0.7 | 0 | 98 | 11 | 1.1 | -16 | -5
Cc1ccc(C)c(NC(=S)/C(=C(\[O-])c2ccc(OC(F)F)cc2)[n+]2ccccc2)c1 | 0 | 3 | -3.2 | 2 | 98 | 28 | -3.0 | -3 | 4
O=c1cc(N2CCOCC2)[nH]c(=O)n1-c1ccc(Cl)cc1 | 2 | 12 | -4.4 | 6 | 115 | -4 | -0.8 | -4 | -3
O=C(Nc1ccc(F)cc1)c1ccc2snnc2c1 | 8 | 5 | -3.0 | 16 | 100 | 14 | -0.9 | -5 | -6
O=C(CNC(=O)c1ccccc1Cl)OC1CCOC1=O (stereo not drawn) | 6 | -4 | -2.2 | 21 | 100 | -11 | -4.0 | -3 | 1
COc1ccc(C(C)(C)C)cc1NC(=O)c1[nH]c(C)c(C(C)=O)c1C | 2 | -2 | -1.4 | 31 | 106 | -9 | 0.3 | -26 | 9
CC(=O)Nc1ccc(NC(=O)CS(=O)(=O)c2cn(CC(=O)N3CCCCC3)c3ccccc23)cc1 | 7 | 2 | -4.2 | 6 | 99 | -1 | 0.0 | -28 | 0
CCCCn1c(CN2CCN(c3cccc(Cl)c3)CC2)nc2c1c(=O)n(C)c(=O)n2C | -5 | -5 | -3.2 | 12 | 100 | 3 | -3.4 | -6 | 8
O=C(NCCS(=O)(=O)N1CCN(c2ccccc2)CC1)C1CC(=O)N(c2ccc(F)cc2)C1 (stereo not drawn) | -2 | 1 | -1.8 | 12 | 105 | 14 | 0.8 | -32 | -7
CCn1c2ccccc2c2cnc(N=CN(C)C)c(C#N)c21 | -1 | -3 | -2.0 | -15 | 97 | 2 | 1.6 | -25 | -2
COc1ccc(NC(=O)N2CCOCC2)cc1OC | -6 | 6 | -1.0 | -2 | 108 | 13 | -2.1 | 1 | 4
CCOc1cc(C(=O)NC(C)CCc2ccccc2)cc(OCC)c1OCC (stereo not drawn) | -6 | 7 | -0.6 | 11 | 114 | -5 | -0.7 | -40 | -2
C=Cc1ccc2c(c1)OCCOCCOCCOCCOCCO2 | 3 | 4 | -0.9 | 9 | 113 | 1 | 0.4 | -11 | -5
Cc1ccc(C)c(Cn2c(C(=O)OC(C)C)cc3c2ccn3C)c1 | 15 | -4 | -2.0 | 0 | 97 | -10 | -2.9 | -19 | -28

Grouped by structure: those above with a thiophene ring, fused or not
SMILES | HCV NS3 hel inh | MEKK2mut PB1 HTS | IMP-1 inhibitor | NALP1 inh | MEKK2 WT-MEK5 | SUMO HTRF inh | VIM-2 inh | DNA FID counter | M18AAP inhibitor
COc1cc(/C=C/C(=O)OCC(=O)Nc2sc3c(c2C#N)CCC(C)C3)ccc1OCC#N (stereo not drawn) | 9 | -11 | 1.3 | -2 | 88 | 4 | 0.5 | -6 | 7
COC(=O)c1c(NC(=O)Cc2ccccc2)sc(C)c1C | -3 | 2 | -2.7 | 9 | 102 | -4 | -3.8 | -10 | 2

Later entries:
SMILES | HCV NS3 hel inh | MEKK2mut PB1 HTS | IMP-1 inhibitor | NALP1 inh | MEKK2 WT-MEK5 | SUMO HTRF inh | VIM-2 inh | DNA FID counter | M18AAP inhibitor
Cc1c(CNC(=O)c2nn3c(c2Cl)NC(c2ccccc2)CC3C(F)(F)F)cnn1C (stereo not drawn) | -5 | 6 | -5.2 | -3 | 106 | 14 | -1.4 | -33 | -5
O=C(O)COc1c(-c2ccc(Cl)cc2)oc2ccccc2c1=O | 11 | 8 | -0.8 | -28 | 103 | -12 | 0.1 | -23 | -1
c1ccc(CN2CCOCCOCCOCC2)cc1 | 11 | 1 | -2.3 | -7 | 104 | -13 | -2.3 | -4 | -3
COc1ccc(Cl)cc1S(=O)(=O)Nc1noc2ccccc12 | 5 | 6 | -2.2 | 9 | 108 | 8 | -1.9 | -5 | -4
COC(=O)c1ccccc1C(=O)N1CCC(CCC(=O)NC2CC2)CC1 | 13 | 7 | -1.8 | 16 | 109 | 7 | -1.8 | -8 | -9
O=C1S/C(=C\c2ccc(N3CCOCC3)o2)C(=O)N1Cc1ccc(F)cc1 | 5 | 1 | -2.6 | -2 | 97 | 11 | -1.6 | -5 | 7
COc1cccc(C(=O)Nc2cc(C(=O)NCc3ccc(C)cc3)ccc2N2CCC3(CC2)CC(c2ccccc2)=NO3)c1 | -9 | -6 | 1.4 | 34 | 90 | 1 | 2.1 | -9 | -4
CN1C(=O)[C@H]2[C@@H](/C=C/c3ccccc3)N3C(=O)CN(Cc4ccccn4)C(=O)[C@@]3(C)[C@H]2C1=O | -1 | -3 | 0.1 | 8 | 102 | -1 | 0.1 | -13 | 1
COc1cccc(OC)c1C(=O)Nc1cc(Cl)ccc1N1CCOCC1 | -8 | 1 | -4.2 | 32 | 99 | -5 | -3.6 | -20 | 4
Cc1nc(N)c(C#N)c(-c2ccc3c(c2)OCO3)c1C | 7 | 6 | -3.4 | 8 | 102 | 11 | -0.9 | -15 | -1
COc1cccc(/C=N/NC(=O)c2[nH]c(C)c(C(=O)N/N=C/c3cccc(OC)c3O)c2C)c1O | 2 | 6 | -1.6 | 12 | 108 | -6 | -2.9 | -25 | 16
Cc1cc(C)n2nc(CC(=O)NC3CCCCCCC3)nc2n1 | -1 | 0 | -1.3 | 26 | 99 | 23 | 0.8 | -7 | -2
CC(Oc1ccc(Cl)cc1Cl)C(=O)N(C)c1ccccc1 (stereo not drawn) | 3 | 2 | -1.2 | 6 | 104 | 0 | -2.6 | -24 | -5
O=C(CCc1ccc(O)c(O)c1)N/N=C/c1ccc2c(c1)OCO2 | 11 | -1 | -0.4 | 4 | 99 | 14 | 5.5 | 2 | 79*
